b-catenin transl – alters nuclear translocation of beta-catenin in HeLa cells; immunofluorescence imaging; nuclear translocation activity, % at 5 µM; hit rate 0.3% among 190,000; AID 1665;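 active = nuclear translocation activity above 50% at 5 µM, with a well cell count of 50 or more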;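 also: per-cell ratio of nuclear to cytoplasmic median beta-catenin stain intensity; plate controls were DMSO negative control for no effect and GSK-3 inhibitor IX positive control for full effect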
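Read-out: Nuclear/cytoplasmic beta-catenin signal ratio, % activation | Assay system: Human HeLa cell line | Times: 24 h compound exposure at 37°C, 5% CO2 | Signal: Fluorescence imaging of beta-catenin antibody stain plus DAPI | Dosing: 5 µM primary, 0.02–20 µM confirmation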
MT stabilize HCS – microtubule stabilizers in HeLa cells; HeLa tubulin immunostaining HCS, 24 h; share of cells brighter than vehicle mean+2SD; % tubulin-high responders, % at 10 µM; hit rate 0.83% among 200,000;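 active = plate Z-score above 3 for both tubulin-high and condensed-nucleus cell shares, with cell loss under 80%, at 10 µM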;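 also: anti alpha tubulin signal scored within the nucleus-defined area of each cell; some results filed as inactive read as strong as hits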
ER stress rescue – rescue of cells from ER stress-induced death, primary screen, 384-well, CSM14.1, thapsigargin, ATP luminescence (AID 1222); CSM14.1 thapsigargin-induced death rescue, ATP luminescence; higher % means a stronger effect; cellular ATP content (survival), % at 20 µM, or EC50 in µM where a hit was titrated; 190,000 tested, under 10 active;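 active = EC50 below 50 µM in the dose-response confirmation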;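 also: death triggered by thapsigargin at about 15 µM added after 2 h compound pretreatment; cell ATP read after overnight thapsigargin exposure of roughly 18 to 22 hours; normalized against plate controls of thapsigargin alone and 5% DMSO vehicle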
UTI89 phage lysis – inhibition of K1F phage lysis, E. coli UTI89, bacterial capsule biogenesis inhibitors, alamar blue (AID 488966) | E. coli UTI89 K1F phage lysis, alamar blue, 2 h; higher % means a stronger effect | one-dose inhibition, % at 100 µM; IC50 in µM for titrated hits | hit rate 0.02% among 340,000;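 active = phage lysis inhibition, versus mean bacterial control, above a set limit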;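 also: capsule biogenesis inhibitors block K1F phage lysis so surviving cells raise fluorescence; higher fluorescence means more inhibition of phage lysis; actives were called in the ten point dose series up to 300 µM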
Autophagy mod – alters autophagy in cells; MEF GFP-LC3 puncta imaging; test concentration mostly 10 µM; calls only at 10 µM (by protocol); hit rate 0.98% among 190,000;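 active = percentage of spot-positive cells more than 3 SD above its plate mean, without a fluorescence outlier flag or 80% toxicity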;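 also: spot-positive cell cutoff set from DMSO-treated cells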
Insulin prom up – MIN6 insulin promoter up-regulation; MIN6 insulin promoter-GFP reporter, high-content imaging; hits give high values; z-score at 5 µM; hit rate 0.3% among 190,000;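 active = z-score above 3 at 5 µM with at least 500 cells counted in the well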
M17LAP inhibition – P. falciparum M17LAP inhibitors, primary screen, biochemical, fluorogenic H-Leu-NHMec substrate, 1536-well (AID 1619); recombinant M17LAP, H-Leu-NHMec fluorogenic kinetic assay; higher % means a stronger effect; inhibition, % at 30 µM, or IC50 in µM where a hit was titrated; hit rate 0.38% among 220,000;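 active = compound inhibiting the enzyme by more than half at any dose during confirmatory dose-response retesting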;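 also: plate controls were full reaction with DMSO carrier for no effect and no enzyme background for full effect; strong numbers were not always called active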
Dynein transport – dynein cargo transport inhibition. 3617.4 mouse cells, GR-EGFP nuclear translocation imaging; test concentration mostly 20 µM; stimulated with dexamethasone, 1 µM; hits give low values. z-score, hits read low. hit rate 0.47% among 220,000;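 active = plate z-score of nuclear minus cytoplasmic receptor signal below a set negative limit, without overly bright fluorescence or cell loss, cut at about -3.5 in these data, passing the limit was not always enough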;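 also: z-score of nuclear minus cytoplasmic ring GR-EGFP intensity difference per well; some compounds called inactive have numbers as strong as hits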
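Buffer or medium: tet-free, stripped-serum medium; reagent: dexamethasone at 1.0 µM final, 30 min; incubation: 48 h induction, 1 h compound, 30 min dex at 37 °C; measured by: formaldehyde fixation, Hoechst nuclear stain, 10x automated fluorescence imaging; read-out: nuclear-to-cytoplasmic GR-EGFP distribution per well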
P. falciparum M1AAP – malaria alanyl aminopeptidase activity blockers – biochemical, fluorogenic H-Leu-NHMec substrate, 1536-well (AID 1445); recombinant M1AAP, H-Leu-NHMec fluorogenic kinetic assay; higher % means a stronger effect; inhibition, % at 30 µM, or IC50 in µM where a hit was titrated; hit rate 0.42% among 220,000;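 active = primary inhibition above the hit cutoff, then over 50% inhibition at one or more dose response concentrations, cut at about 23% in these data, passing the limit was not always enough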;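 also: plate controls were DMSO full reaction for no effect and no enzyme background for full effect; strong numbers were not always called active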
Dynein transport cytoplasmic EGFP – recorded beside Dynein transport, whose call it bears; z-score; measured here: cytoplasmic GR-EGFP intensity; hits give high values
Dynein transport nuclear GR-EGFP – further read-out of Dynein transport, marked with its call; z-score; measured here: nuclear GR-EGFP intensity;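 lower value marks the stronger effect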
Dynein transport cell count – second read-out of Dynein transport, no call of its own (marks repeat the call); z-score; measured here: cell count per field
Insulin prom up cell count – further read-out of Insulin prom up, marked with its call; cell count; measured here: cytotoxicity, nuclei count;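 total cells summed across four imaged fields per well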
b-catenin transl cell count 5 µM – also measured in b-catenin transl; calls as there; cell count; measured here: cell count, cytotoxicity flag
MT stabilize HCS Hoechst-high % – second read-out of MT stabilize HCS, no call of its own (marks repeat the call); % Hoechst-high responders; measured here: nuclear condensation Hoechst responders;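 share of cells brighter than vehicle mean plus two SD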
MT stabilize HCS cytotoxicity % – further read-out of MT stabilize HCS, marked with its call; toxicity, %; measured here: cytotoxicity by cell density;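 0% = mean cell density of plate MIN control wells and 100% = no cells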
Autophagy mod cell loss 18 h – further read-out of Autophagy mod, marked with its call; toxicity, %; measured here: cell loss, nuclei count;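 cell loss after 18 h compound exposure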
The depositor's hits bear a star; i = inactive; . = no result given.

SMILES | Insulin prom up | b-catenin transl | MT stabilize HCS Hoechst-high % | Dynein transport cytoplasmic EGFP | Dynein transport cell count | Dynein transport nuclear GR-EGFP | Autophagy mod cell loss 18 h | MT stabilize HCS cytotoxicity % | Autophagy mod | MT stabilize HCS | ER stress rescue | UTI89 phage lysis | b-catenin transl cell count 5 µM | M17LAP inhibition | Dynein transport | Insulin prom up cell count | P. falciparum M1AAP
O=C(Nc1ccc2nc(-c3cccnc3)[nH]c2c1)C1CCCCC1 | . | 7.6 | 1.7 | -0.25 | 0.61 | -0.17 | -10 | 2.1 | i | 3.1 | -3.7% | -0.4% | 1210 | 7% | -0.046 | . | 0%
CCOC(=O)C1CCCN(C(=O)c2cc3ccccc3oc2=O)C1 (stereo unspecified) | . | 10 | 1.3 | -0.32 | 0.3 | 0.25 | 9 | 2.2 | i | 1.2 | 1.2% | 0.4% | 755 | -1% | 0.57 | . | 5%
Cc1cc(C)cc(N(CCC(=O)Nc2nnc(C3CC3)s2)S(=O)(=O)c2ccc(Cl)cc2)c1 | . | -1.8 | 23* | -0.23 | 0.81 | -0.028 | 11 | 48* | i | 19* | -2.9% | 2.6% | 1108 | 0% | -0.21 | . | 13%
Cc1ccc(-c2nn(C)c(=O)c3ccccc23)cc1CNC(=O)c1ccccc1 | -0.37 | -1.7 | . | -0.24 | 0.37 | -0.013 | . | . | . | . | . | . | 1152 | 16% | -0.054 | 1418 | 7.4µM*
Cc1cccc(C(=O)NCc2ccc(S(N)(=O)=O)cc2)c1[N+](=O)[O-] | 1.1 | -0.4 | 2.2 | -0.23 | 0.69 | 0.35 | 10 | 9.8 | i | 3.1 | -0.1% | 2.5% | 870 | 27% | 0.17 | 1229 | 5%
Cc1nn(CCC(=O)NNC(=S)Nc2cccc(Cl)c2)c(C)c1[N+](=O)[O-] | . | -3.1 | 0.9 | 1.1 | -2.2 | 1.4 | -12 | 6.5 | i | 3.4 | 0.0% | 0.4% | 1120 | 8% | 1.3 | . | -8%
Fc1cccc(Cl)c1Cn1nnc(-c2ccc3c(c2)OCO3)n1 | 0.97 | . | 2.0 | -0.091 | 0.67 | -0.045 | 0 | 2.2 | i | 3.5 | -3.2% | 2.9% | . | 4% | 0.023 | 1175 | 6%
C=CCNc1sc(C(=O)c2ccc(C)cc2)c(N)c1C#N | -0.4 | 1.0 | 2.1 | -0.12 | 0.36 | -1.2 | -7 | 4.5 | i | 4.2 | 0.0% | 0.1% | 1389 | -5% | -1.1 | 1501 | -9%
COc1c(C)cc(C(=O)C2CCCN(Cc3c(C)n(C)n(-c4ccccc4)c3=O)C2)cc1C (stereo unspecified) | -0.41 | 0.1 | 1.3 | -0.18 | 0.0026 | 0.63 | -1 | 3.7 | i | 2.8 | -1.6% | . | 1497 | -3% | 1.1 | 1572 | -3%
C/C(N)=C(/C#N)C(=O)CSc1nnnn1-c1ccc(C)cc1 | 0.45 | 0.0 | 1.7 | -0.25 | 3.2 | -0.4 | 14 | 10.0 | i | 4.4 | -1.8% | 4.2% | 1398 | -2% | -1.4 | 1369 | 0%
O=C(CSCc1ccc(F)cc1)NCc1cccs1 | -0.15 | -0.7 | 2.2 | -0.24 | 1.1 | -0.73 | 10 | 5.9 | i | 2.3 | -0.5% | -0.9% | 1178 | -1% | -1.3 | 1241 | 0%
Cn1c(CCCCCN)nc2ccccc21 | -0.34 | 3.4 | 1.6 | -0.17 | 0.025 | -0.15 | -1 | 5.2 | i | 3.0 | -0.5% | 9.2% | 1123 | 12% | 0.11 | 1146 | 0%
CCC1(C)CC(C(N)=S)CCO1 (stereo unspecified) | 0.26 | -0.9 | . | -0.14 | 0.03 | 0.22 | . | . | . | . | . | 0.0% | 1325 | 4% | -0.3 | 1129 | 12%
CC(=O)OC1CCC2(C)C(COc3ccc4ccc(=O)oc4c3)C(C)(O)CCC2C1(C)C (stereo unspecified) | -0.66 | 0.3 | 1.8 | -0.21 | 0.4 | 0.62 | 15 | 6.7 | i | 4.7 | 2.1% | 1.1% | 1406 | -4% | 0.55 | 1434 | -3%
CCOc1ccc(NC(=S)N(CCN2CCOCC2)Cc2cc3cc4c(cc3[nH]c2=O)OCCO4)cc1 | -0.33 | 1.1 | 3.6 | -0.37 | -0.62 | 0.33 | -6 | 13 | i | 2.5 | 5.0% | -0.5% | 1037 | 4% | 1.2 | 1479 | 1%
COc1ccccc1C(=O)NCC(=O)Nc1cccnc1 | -0.65 | 0.3 | 2.0 | -0.26 | 0.23 | 0.12 | 9 | 6.8 | i | 3.4 | 0.3% | 0.4% | 1138 | 3% | -0.27 | 1218 | -1%
Cc1cc(=O)oc2cc(Oc3ccc(C(N)=O)cc3[N+](=O)[O-])ccc12 | -0.11 | 0.4 | . | -0.21 | 0.6 | -0.098 | . | . | . | . | . | 0.2% | 1310 | 12% | 0.35 | 1309 | 30%
O=c1cc(O)c2ccccc2n1Cc1ccccc1Cl | 0.4 | 1.0 | 2.9 | -0.24 | 1.4 | -0.87 | 23 | 8.8 | i | 3.6 | -0.3% | 0.8% | 1125 | -27% | -1.3 | 1203 | 1%
Cc1sc2nc(CN3CCCC3)nc(N3CCC(C(N)=O)CC3)c2c1C | . | . | 2.3 | -0.24 | 0.82 | -0.11 | 3 | 5.6 | i | 3.5 | -1.1% | 0.3% | . | -2% | 0.13 | . | 11%
Cc1ccccc1NCC(=O)N/N=C/c1ccc([N+](=O)[O-])cc1 | -0.06 | -0.9 | 2.9 | -0.23 | -0.96 | 0.25 | -3 | 11 | i | 3.7 | -1.9% | -0.1% | 588 | -17% | 0.63 | 1338 | 3%
CSC1=NCCN1C(=O)c1cccc(C(F)(F)F)c1 | 0.53 | -0.4 | 1.9 | -0.22 | 1.4 | -0.31 | -6 | 9.6 | i | 2.2 | -1.5% | -2.3% | 1443 | -2% | -0.95 | 1543 | 6%
Cc1noc(C)c1S(=O)(=O)NCC(=O)O | 0.24 | -0.6 | 4.6 | -0.3 | -0.05 | -0.021 | 18 | 13 | i | 5.2 | 0.8% | 0.1% | 1030 | 1% | -0.23 | 1498 | -1%
O=C(c1ccc(Cl)cc1)N1CCN(c2ccc(F)cc2)CC1 | -0.37 | -1.7 | 2.8 | -0.25 | 0.5 | 0.18 | -5 | 8.2 | i | 2.6 | 1.4% | 0.3% | 1272 | 6% | 0.35 | 1234 | 0%
COc1cccc(C(=O)COc2ccccc2N2C(=O)C3C4C=CC(C4)C3C2=O)c1 (stereo unspecified) | 0.7 | -3.6 | 2.5 | -0.0019 | 0.29 | -0.24 | 19 | 5.5 | i | 2.4 | -0.2% | -2.4% | 576 | 9% | -1 | 1267 | 0%
O=C(c1cc2ccccc2o1)N1CCN=C1SCc1cccc(F)c1 | -0.18 | . | 3.8 | -0.27 | 0.96 | -0.28 | 7 | 8.4 | i | 3.9 | 0.9% | 7.1% | . | 8% | -0.61 | 957 | 16%
COc1cc([N+](=O)[O-])cc2cc(C(=O)N3CCCC3)c(=O)oc12 | 0.28 | -2.7 | 1.8 | 0.23 | 0.72 | -0.22 | 2 | 5.3 | i | 2.0 | 3.7% | -0.2% | 1478 | -3% | -0.44 | 1595 | 10%
O=C(CN(Cc1cccs1)C(=O)CNS(=O)(=O)c1ccccc1)NCc1ccco1 | -0.07 | -1.7 | 1.8 | 0.052 | 0.43 | -0.19 | 3 | 11 | i | 2.4 | 0.1% | 3.9% | 1027 | 4% | -0.8 | 1999 | 5%
O=S(=O)(c1ccccc1Cl)N1CCCC1c1nc(-c2ccccc2Cl)no1 (stereo unspecified) | . | . | 1.9 | 0.094 | 0.44 | -0.37 | 9 | 7.3 | i | 1.2 | -0.4% | -0.4% | . | -7% | -0.28 | . | -16%
COc1ccc(CC(=O)OCc2cc3cccc(C)c3[nH]c2=O)cc1 | 0.66 | 0.8 | 3.5 | -0.17 | -1.1 | 0.96 | 35 | 18 | i | 2.8 | . | -0.6% | 806 | 6% | 1.1 | 1128 | 17%
O=C1CN(C(=O)c2cccs2)c2ccccc2N1 | -0.55 | -0.4 | 1.4 | -0.23 | -0.044 | 0.15 | . | 3.2 | . | 1.9 | 0.9% | 2.1% | 1142 | 3% | -0.31 | 987 | 6%
COc1cc(NC(=O)c2ccco2)c(OC)cc1NC(=O)Nc1ccccc1Cl | 1.6 | 2.4 | 2.0 | -0.22 | 1.6 | 0.036 | 5 | 8.6 | i | 2.0 | -2.4% | 6.6% | 1039 | 5% | -0.37 | 847 | 8%
Cc1ccc(NC(=O)CSc2nn(-c3ccccc3)c(=S)s2)cc1S(=O)(=O)N(C)C | -0.27 | -2.7 | 1.7 | -0.22 | 1.3 | -0.5 | 7 | 11 | i | 3.5 | -2.9% | 1.2% | 969 | 16% | -1.1 | 984 | 5%

High-throughput results deposited in PubChem by several laboratories.
